Source: PubChem (several laboratories)
rCAG RNA binder = molecules binding r(CAG) RNA repeats | r(CAG) RNA repeat, TO-PRO-1 dye displacement fluorescence | inhibition, % at 3 µM | actives 1.3% (n = 370,000) | AID 651821;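 active = inhibition above the plate cutoff, the mean of all test compounds on that plate plus 3 SD, cut at about 35% in these data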;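 note: 0% = DMSO alone and 100% = 100 µM mitoxantrone as full dye displacement; higher means more dye released from RNA so lower well fluorescence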
mABHD4 FP = inhibitors of mouse ABHD4 | inhibition, % at 8.92 µM | purified mABHD4, FP-Rh probe fluorescence polarization | actives 0.54% (n = 370,000) | AID 720543 | Q8VD66;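 active = inhibition exceeding the mean over every tested compound plus 3 SD, cut at about 30% in these data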;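 note: 0% = plate median of compound wells and 100% = S159A mutant with DMSO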
Target sequence (Q8VD66 whole entry, looked up): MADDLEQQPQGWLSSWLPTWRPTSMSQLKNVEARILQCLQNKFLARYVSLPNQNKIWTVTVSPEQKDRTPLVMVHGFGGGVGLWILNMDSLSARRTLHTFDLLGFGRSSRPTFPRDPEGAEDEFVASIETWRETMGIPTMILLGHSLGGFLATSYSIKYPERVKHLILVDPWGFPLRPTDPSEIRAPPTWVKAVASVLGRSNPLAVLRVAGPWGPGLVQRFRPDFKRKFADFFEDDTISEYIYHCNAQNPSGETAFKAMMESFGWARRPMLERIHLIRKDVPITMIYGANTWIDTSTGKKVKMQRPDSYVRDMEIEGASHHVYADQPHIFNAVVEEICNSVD
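Assay system: wild-type mouse ABHD4 protein; compound: single nominal dose of 8.92 µM, 0.89% DMSO final; schedule: 45 min + 60 min at 25 °C; measured by: FP readout, ex 525 nm / em 598 nm; evaluation: % inhibition of FP-Rh probe binding versus controls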
GC-B act = GC-B (human) receptor activation. activation, % at 10 µM. actives 0.11% (n = 370,000). HEK293-GC-B cells, CNP EC30, cGMP TR-FRET; 0% at EC30 CNP, 100% saturating CNP. P20594;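 active = activation at 10 µM reaching about 35% in either raw or pattern-adjusted values, limit read from the data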
UHRF1 binding = human UHRF1 methylated DNA binding inhibitors | UHRF1 binding to methylated oligo, TR-FRET | Q96T88 | inhibition, % at 4.4 µM | actives 0.75% (n = 370,000); in the data active = inhibition above about 21%;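 note: UHRF1 SRA domain binding a hemimethylated CpG hairpin DNA probe; 0% = median of test compound wells and 100% = reference inhibitor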
PRMT1 FP inh = PRMT1 (human) inhibition, primary screen | Q99873 | recombinant PRMT1, activity-based probe fluorescence polarization | inhibition, % at 2.79 µM | actives 1.3% (n = 370,000);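 active = inhibition above about 21% made by adding two undisclosed values, limit read from the data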
Target sequence (Q99873 whole entry, looked up): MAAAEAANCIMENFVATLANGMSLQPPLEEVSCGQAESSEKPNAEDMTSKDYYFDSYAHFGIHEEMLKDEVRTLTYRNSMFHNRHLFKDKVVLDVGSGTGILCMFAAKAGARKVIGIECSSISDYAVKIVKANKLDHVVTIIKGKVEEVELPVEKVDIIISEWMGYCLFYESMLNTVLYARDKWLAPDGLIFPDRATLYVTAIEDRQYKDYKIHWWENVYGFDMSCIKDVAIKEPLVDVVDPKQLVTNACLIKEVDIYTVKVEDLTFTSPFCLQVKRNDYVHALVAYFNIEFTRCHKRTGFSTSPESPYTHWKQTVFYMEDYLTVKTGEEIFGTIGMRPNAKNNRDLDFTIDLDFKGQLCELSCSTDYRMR
MBD2 DNA inh = MBD2-methylated oligo binding inhibition; Q9UBB5; TR-FRET, MBD2 binding to methylated oligonucleotide; inhibition, % at 4.4 µM; actives 0.31% (n = 370,000); AID 686964; in the data active = inhibition above about 13%
HTRA1 inhibitor = blocks human HTRA1 serine peptidase; recombinant HTRA1, FP-rhodamine activity-based probe, fluorescence polarization; inhibition, % at 5.96 µM; actives 0.5% (n = 340,000); Q92743; in the data active = inhibition above about 36%;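 note: 0% = enzyme with DMSO and 100% = wells lacking enzyme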
TCR CD3 inh = blocks the human TCR-CD3 interaction; TAMRA-labeled TCR probe fluorescence, biochemical; inhibition, % at 9.4 µM; actives 0.37% (n = 360,000); in the data active = inhibition above about 19%;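 note: recombinant mutant TCR 2C K166C tagged with TAMRA read by polarization; 0% = receptor in buffer alone and 100% = receptor with positive control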
NPR1 activator = GC-A (human) enzyme activation; actives 0.14% (n = 370,000); P16066; HEK293 GC-A cells, cGMP TR-FRET, EC30 ANP; 0% at EC30 ANP, 100% saturating ANP; activation, % at 10 µM; in the data active = activation above about 40%
SIAE inh = inhibitors of human sialic acid acetylesterase SIAE | Q9HAT2 | SIAE FP-Rh probe binding, fluorescence polarization | inhibition, % at 9.66 µM | actives 0.69% (n = 370,000) | AID 1053197;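 active = inhibition above a cutoff: mean of compounds within the control limits plus 3 SD of those, cut at about 17% in these data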;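 note: 0% = plate median of compound wells and 100% = probe without SIAE protein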
Numbers without * were called inactive; · = not tested or not shown. Some of the compounds tested, so the mix of outcomes need not match the whole.

SMILES	rCAG RNA binder	mABHD4 FP	GC-B act	UHRF1 binding	PRMT1 FP inh	MBD2 DNA inh	HTRA1 inhibitor	TCR CD3 inh	NPR1 activator	SIAE inh
Cc1ccc(Cn2cc(S(=O)(=O)c3ccc(C(C)C)cc3)c(=O)c3cc4c(cc32)OCO4)cc1	11	9	15	0	-2	-3	-184	8	8	-7
O=C(c1cc(-c2cccc(Cl)c2)on1)N1CCN(c2ccccc2)CC1	3	1	1	18	2	4	-5	-5	-1	5
COC(=O)c1cnc(Nc2nc(C(N)Cc3ccc(Cl)cc3)cs2)nc1C(F)(F)F (stereo unspecified)	18	7	2	3	1	9	·	-6	-4	-12
Cc1ccccc1NC(=O)C1c2cccc[n+]2CC(=O)N1Cc1ccc2c(c1)OCO2 (stereo unspecified)	2	8	-6	-2	-1	-7	-2	-4	3	6
CC1CCN(CCCNC(=O)Cn2ncc3c([nH]c4ccccc43)c2=O)CC1	2	-5	-4	1	3	2	-1	-3	2	3
COc1ccc2c(Cl)c(-c3nnc4n3CCCCC4)sc2c1	0	1	0	0	-3	2	-8	4	1	-3
CCC(C)NC(=O)c1ccc(CN2CCc3ccccc3C2)cc1 (stereo unspecified)	3	3	-3	-3	3	4	-1	0	0	-10
CC(=O)Nc1ccc(-c2nc3ccccc3c(=O)o2)cc1	2	2	-4	-1	-1	-3	-15	2	-3	-1
O=c1c2cc(N3CCOCC3)ccc2[nH]c(=S)n1CCN1CCCC1	-1	3	1	-5	3	-1	8	-3	1	5
CC(C)CNC(=O)Cn1c(=O)c2c(ncn2CC(C)C)n(Cc2ccccc2)c1=O	-5	2	3	2	-1	1	9	-2	6	-4
CCc1nnc2n1N=C(c1ccc(Cl)cc1Cl)CS2	0	0	-3	2	-2	-1	4	7	-8	2
CCOc1ccc(OCCC(=O)OCC(=O)Nc2cc(C)nn2-c2ccccc2)cc1	-3	0	6	0	2	-5	-5	13	-7	0
C=CCC[C@@H](Cc1ccc(F)cc1)C(=O)OC[C@@H](NC(=O)[C@@H](CC=C)CC(=O)N[C@@H](CO)Cc1ccccc1)C(C)(C)C	-8	-7	-7	2	1	1	-42	0	-3	-3
S=c1nc(-c2ccc(Br)cc2)[nH]c2ccccc12	-2	0	5	-2	-2	-4	5	-2	14	-5
O=C(NCCN1CCN(C(=O)c2ccccc2Cl)CC1)C(=O)NCc1ccccc1	-7	-3	6	3	-8	-3	4	10	1	-1
Cc1cc(C)c(S(=O)(=O)NCCn2c(C)cc3ccccc32)c(C)c1	14	60*	-4	3	1	2	66*	71*	2	24*
Cc1ccn2cc(-c3ccc(NS(=O)(=O)c4ccccc4)cc3)nc2c1	10	-2	-6	2	0	0	-7	2	-2	2
O=C(COC(=O)c1ccc2c(c1)OCO2)NC1CCCCC1	-1	-7	2	2	0	0	7	0	14	3
O=C(NC(=S)N1CCCCC1CO)c1cc(Br)ccc1Cl (stereo unspecified)	23	1	8	1	0	-1	1	-3	1	0
O=C(COC(=O)c1ccc(Cl)nc1)NCc1ccco1	0	-3	6	0	0	1	-2	4	-1	2
O=C(/C=C/c1ccc(Cl)cc1Cl)NCCSc1ccccc1	4	-56	-1	2	-4	-1	-50	6	-2	-27
COc1ccc(CCN(C)c2ccc(C(N)=O)cc2[N+](=O)[O-])cc1OC	0	3	0	-8	0	-5	1	-2	2	2
O=C(Nc1ccccc1Cl)c1ccn[nH]1	8	2	3	-2	-2	-1	-7	1	0	-1
O=C(O)/C=C/C(=O)Nc1ccc(Cl)c(C(=O)O)c1	1	3	13	2	4	2	2	0	5	-2
CCc1cc(=O)oc2cc(OCC(=O)N3CCCc4ccccc43)ccc12	-5	2	-3	-2	-1	-2	-2	-10	-13	-8
CC(NC(=O)c1cccc(Br)c1)c1ccccc1 (stereo unspecified)	-3	1	-1	-4	-4	1	1	-5	-5	2
Cc1cc[n+](-c2ccccc2)c2ccccc12	4	-2	0	-3	-4	-7	19	-1	-2	4
CC(CCc1ccccc1)NC(=O)c1nnc(Cc2ccc(F)cc2)o1 (stereo unspecified)	0	0	2	2	-11	-1	3	1	3	5
O=C(O)CC(C(=O)O)c1cn(Cc2ccccc2)c2ccccc12 (stereo unspecified)	12	-9	3	2	3	5	-4	1	2	2
O=C(O)C1CCCCC1C(=O)Nc1ccc(S(=O)(=O)N2CCCCCC2)cc1 (stereo unspecified)	10	3	-2	0	-2	-6	4	7	5	4
Clc1cnc(Nc2cccnc2)c(Cl)c1	1	5	-1	0	-4	3	5	2	-4	-3
CCCCCCCNC(=O)CC(NS(=O)(=O)c1ccc(NC(C)=O)cc1)C(C)C (stereo unspecified)	-5	2	-2	-4	-3	-1	-6	1	-4	9
S=C(NCc1ccc2c(c1)OCO2)Nc1ccc2nsnc2c1	11	-14	-3	-8	3	-6	-9	0	-2	2
CCCC(=O)OCC(=O)Nc1ccc2[nH]c(=O)[nH]c2c1	6	0	-1	-2	-1	0	5	7	-1	0
COc1ccc(C(C#N)Nc2ccccc2C)cc1 (stereo unspecified)	1	-2	5	3	2	-1	7	-4	2	-1
CCOC(=O)N1CCc2c(sc(NC(=O)C3COc4ccccc4O3)c2C(N)=O)C1 (stereo unspecified)	5	-14	3	1	-1	-1	-4	7	1	-6
CC(C)CC(NC(=O)OC(C)(C)C)c1cn([C@@H](CCC(=O)OC(C)(C)C)C(=O)N2CCN(C(=O)OC(C)(C)C)CC2)nn1 (stereo partly specified)	-5	11	2	4	1	4	5	-3	2	0
Cc1cc(NC(=O)Cc2cc(F)cc(F)c2)no1	2	-2	3	0	-2	-3	-4	-2	7	0
CCc1nc2ccc(C(=O)N(C)CCN(C)C)cn2c1N(C)Cc1cc2ccccc2s1	-3	0	-14	0	-6	-5	·	0	-15	-4
Cc1cc2nnc(SCC(=O)NCC3CCCO3)n2c2ccccc12 (stereo unspecified)	-2	-6	2	-1	-7	3	0	0	-1	3
O=C(CSc1nnc(Cc2ccccc2)n1-c1ccc(Cl)cc1)N1CCOCC1	-10	-4	5	0	-2	0	2	-3	0	-1
Cc1cnc(C(=O)OCC(=O)Nc2ccc3c(c2)OCCO3)cn1	4	8	-5	-4	-1	-2	5	3	0	5
CCOC(=O)N1CCN(c2nnnn2-c2ccccc2)CC1	-1	0	4	2	2	-1	5	3	0	1
O=C(CN1C(=O)C(=O)N(C2CCCC2)C1=O)Nc1cc(Cl)ccc1[N+](=O)[O-]	2	3	-2	-2	0	2	-2	-4	0	0
CCOc1cc(-c2nc(-c3ccc(C)nc3OCC)no2)cc(OCC)c1OCC	2	-5	-6	-3	0	-3	-4	1	1	0
COC(=O)[C@]12C[C@H](CC(=O)N3CCC(c4ccccc4)CC3)C(=O)N(Cc3ccccc3)C1=C[C@H](C1CCCC1)O[C@@H]2C	9	4	0	-2	-3	0	·	-5	-3	-3
CCNC(=O)C1(C)CCCN(C(=O)C2(c3ccc(Cl)cc3)CCCC2)C1 (stereo unspecified)	0	-9	-4	2	-4	-2	·	-8	-10	2
CCCc1nnc(NC(=O)c2cccs2)s1	-3	4	2	-2	2	3	8	5	-1	3
Cc1cc(C(=O)OCC(=O)Nc2ccccc2F)c(C)o1	2	-2	0	-2	2	1	-3	-1	-2	6
O=C(NN=Cc1ccc(O)cc1O)c1ccccc1NS(=O)(=O)c1cccs1	43*	33*	2	-3	0	-2	20	18	1	9
O=C(Nc1cccc(C(F)(F)F)c1)c1cccnc1N1CCCC1	-1	3	-4	3	0	0	-14	4	0	0
CCOC(=O)CC(=O)CSc1nc2c(C)c(C)ccc2cc1C	1	-4	-2	-1	-1	-1	-18	-3	-5	-5
CC(=O)c1ccccc1OC(=O)c1ccc(-c2ccccc2)cc1	-3	-11	-3	12	8	-5	12	-5	1	-6
CCN(CC)c1cc(C)c2cc(NC(=O)c3cccs3)ccc2n1	0	2	4	3	-2	-4	3	-1	13	-2
COc1ccc(/C=c2\s/c(=C\C(=O)C(C)(C)C)[nH]c2=O)cc1O	11	9	0	0	-1	-6	1	2	-1	-1
Cc1ccc2nc(N3CCN(c4cccc(C)c4C)CC3)c3nnnn3c2c1	1	10	-4	-1	0	3	1	0	-2	-3
Cc1ccc(CNC(=O)CSc2nnnn2C)cc1	-4	2	1	2	-3	1	2	3	2	-6
COc1cccc(C2NC(=S)NC(C)=C2C(=O)c2ccccc2)c1OC (stereo unspecified)	-1	-3	-9	2	4	2	5	4	-17	2
CCCC(=O)c1cc2cc(Cl)ccc2oc1=O	3	-1	-3	0	0	0	6	-1	0	-4
Cc1c(C(=O)NCC(c2ccco2)N2CCCC2)sc2ccccc12 (stereo unspecified)	1	2	-3	-1	-2	0	-4	2	-2	0

Reprinted at random: 2 entries already listed, in no set order.
SMILES	rCAG RNA binder	mABHD4 FP	GC-B act	UHRF1 binding	PRMT1 FP inh	MBD2 DNA inh	HTRA1 inhibitor	TCR CD3 inh	NPR1 activator	SIAE inh
COc1ccc(/C=c2\s/c(=C\C(=O)C(C)(C)C)[nH]c2=O)cc1O	11	9	0	0	-1	-6	1	2	-1	-1
CCOC(=O)CC(=O)CSc1nc2c(C)c(C)ccc2cc1C	1	-4	-2	-1	-1	-1	-18	-3	-5	-5

Arranged by value in PRMT1 FP inh (ascending): some entries from above.
molecule	PRMT1 FP inh
COC(=O)[C@]12C[C@H](CC(=O)N3CCC(c4ccccc4)CC3)C(=O)N(Cc3ccccc3)C1=C[C@H](C1CCCC1)O[C@@H]2C	-3
CCN(CC)c1cc(C)c2cc(NC(=O)c3cccs3)ccc2n1	-2
O=C(Nc1cccc(C(F)(F)F)c1)c1cccnc1N1CCCC1	0

Remaining list, next part:
SMILES	rCAG RNA binder	mABHD4 FP	GC-B act	UHRF1 binding	PRMT1 FP inh	MBD2 DNA inh	HTRA1 inhibitor	TCR CD3 inh	NPR1 activator	SIAE inh
CCOc1ccc(C(=O)NCC(=O)OCc2c(F)cccc2Cl)cc1OCC	-9	1	-8	3	4	5	-12	0	6	1
O=S(=O)(c1ccc(S(=O)(=O)N2CCCC2)cc1)N1CCCCCC1	-2	4	5	3	6	0	-3	-7	3	0
CCC1CCCCN1C(=O)CSC1=NN2CCCC(=O)N=C2S1 (stereo unspecified)	-1	1	7	2	-5	-1	7	9	-1	11
CN(C)c1nnnn1-c1ccc(Cl)cc1Cl	-4	-4	7	6	5	8	2	-5	1	-5
CCn1cc(C(=O)O)c(=O)c2cc(F)c(N3CCN(S(=O)(=O)c4ccc5c(c4)OCCO5)CC3)cc21	-1	-2	-6	1	4	5	-3	-4	2	-4
OC1CCN(c2ncnc3c2nnn3Cc2c(F)cccc2Cl)CC1	-1	-1	2	-6	-5	-5	0	5	6	2
CCOC(=O)C1CCCN(S(=O)(=O)c2ccccc2)C1 (stereo unspecified)	0	-7	-1	7	-1	2	2	-2	-2	0
O=C(CNC(=O)c1ccc(Cl)cc1)NNc1c(F)c(F)cc(F)c1F	3	3	5	-1	0	0	0	8	2	3
CS(=O)(=O)c1ccc(Cl)c(NC(=O)COC(=O)c2ccc(F)cc2Cl)c1	2	-5	-3	1	-3	-2	-3	-2	0	-3

Structures listed so far that contain a nitro group on carbon:
SMILES	rCAG RNA binder	mABHD4 FP	GC-B act	UHRF1 binding	PRMT1 FP inh	MBD2 DNA inh	HTRA1 inhibitor	TCR CD3 inh	NPR1 activator	SIAE inh
COc1ccc(CCN(C)c2ccc(C(N)=O)cc2[N+](=O)[O-])cc1OC	0	3	0	-8	0	-5	1	-2	2	2
O=C(CN1C(=O)C(=O)N(C2CCCC2)C1=O)Nc1cc(Cl)ccc1[N+](=O)[O-]	2	3	-2	-2	0	2	-2	-4	0	0
